Screening data: PubChem, several laboratories
K1F lysis inhibition: inhibition of K1F phage lysis, E. coli UTI89, bacterial capsule biogenesis inhibitors, alamar blue (AID 488966). E. coli UTI89 K1F phage lysis, alamar blue, 2 h; higher % means a stronger effect. inhibition, % at 100 µM, or IC50 in µM where a hit was titrated. hit rate 0.02% among 340,000;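 active means phage lysis inhibition, versus mean bacterial control, above a set limit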;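 further: capsule biogenesis inhibitors block K1F phage lysis so surviving cells raise fluorescence; higher fluorescence means more inhibition of phage lysis; actives were called in the ten point dose series up to 300 µM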
GPR55 beta-arrestin: selective activators of receptor GPR55 – imaging, U2OS cells, beta-arrestin-GFP redistribution, primary screen (AID 1961). one-dose activation, % at 10 µM; EC50 in µM for titrated hits. U2OS GPR55 beta-arrestin-GFP redistribution imaging; higher % means a stronger effect. hit rate 0.048% among 290,000;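 active means activation above 40% with more than 50 cells counted in the well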;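 further: U2OS osteosarcoma cells stably expressing GPR55 and beta-arrestin-GFP; plate controls were DMSO negative control for no effect and LPI positive control for full effect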
KOR beta-arrestin-1: KOR antagonists, beta-arrestin recruitment, cell-based, luminescence, uHTS (AID 1778); KOR beta-arrestin recruitment, luminescence, antagonist mode; higher % means a stronger effect; one-dose inhibition, % at 10 µM; IC50 in µM for titrated hits; hit rate 0.091% among 290,000; in the data active means inhibition above about 50%; further: strong numbers were not always called active
GPR35 antagonists: GPR35 antagonists blocking zaprinast-driven arrestin recruitment, primary screen, imaging, U2OS, beta-arrestin-GFP, zaprinast agonist (AID 2058) | hit rate 0.052% among 290,000 | U2OS GPR35 beta-arrestin-GFP translocation imaging, zaprinast antagonism; higher % means a stronger effect | inhibition, % at 10 µM; hits with a dose series show IC50 in µM;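 active means inhibition of at least 50% with at least 30 cells and total cytoplasm GFP at most 10,000,000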
NOD1 NF-kB reporter: NOD1 signaling inhibitors, primary screen, cell-based, luminescence, uHTS (AID 1578) | NOD1-driven NF-kB luciferase reporter cells, luminescence; higher % means a stronger effect | inhibition, % at 4 µM; hits with a dose series show EC50 in µM | hit rate 1% among 290,000; in the data active means inhibition mostly above about 36%, no sharp cut-off; inactive means mostly below about 34%;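 further: HEK-293T reporter cells stimulated with the NOD1 agonist gamma-tri-DAP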
KOR beta-arrestin-2: KOR agonists, beta-arrestin recruitment, primary screen, cell-based, luminescence, uHTS (AID 1777). KOR beta-arrestin recruitment, luminescence; higher % means a stronger effect. activation, % at 10 µM; hits with a dose series show EC50 in µM. hit rate 0.02% among 280,000; in the data active means activation above about 50%, passing the limit was not always enough; further: a part of the inactive calls stands beside numbers as strong as those of hits
NTR1 agonist: NTR1-driven beta-arrestin-GFP spot formation – imaging, U2OS cells, high content, primary screen (AID 493036); P30989; agonist mode; activation, % at 20 µM; hit rate 0.17% among 330,000;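 active means activation at or above 40% of the spot to cytoplasm intensity ratio, with at least 20 cells analyzed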;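 further: 0% = DMSO without peptide and 100% = 100 nM NTR1 peptide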
Target sequence (P30989 whole entry, looked up): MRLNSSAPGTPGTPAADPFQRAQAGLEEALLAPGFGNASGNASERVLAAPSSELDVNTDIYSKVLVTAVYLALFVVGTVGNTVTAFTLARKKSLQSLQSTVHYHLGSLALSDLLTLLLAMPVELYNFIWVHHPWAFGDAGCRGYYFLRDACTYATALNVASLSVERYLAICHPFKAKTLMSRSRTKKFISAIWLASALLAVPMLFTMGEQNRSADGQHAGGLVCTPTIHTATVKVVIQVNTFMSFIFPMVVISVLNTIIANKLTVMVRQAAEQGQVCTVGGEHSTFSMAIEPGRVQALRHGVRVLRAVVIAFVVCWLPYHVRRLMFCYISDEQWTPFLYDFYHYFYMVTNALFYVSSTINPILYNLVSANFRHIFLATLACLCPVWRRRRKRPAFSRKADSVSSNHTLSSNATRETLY
GPR55 LPI antagonism: inhibition of LPI-stimulated GPR55 beta-arrestin translocation – imaging, U2OS, beta-arrestin-GFP, LPI agonist, primary screen (AID 2013); U2OS GPR55 beta-arrestin-GFP translocation imaging, LPI antagonism; higher % means a stronger effect; hit rate 0.13% among 290,000; one-dose inhibition, % at 10 µM; IC50 in µM for titrated hits;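 active means spots per cell inhibited over 60%, with over 100 cells counted and total cytoplasm intensity under 500,000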;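 further: U2OS cells stably carrying GPR55 and arrestin-GFP stimulated by 5 µM LPI near EC80; imaged beta-arrestin-GFP aggregate spots per cell after agonist stimulation; plate controls were LPI-stimulated DMSO wells for no effect and DMSO wells without LPI for full effect; some results filed as inactive read as strong as hits; confirmed hits need IC50 under 10 µM and bright autofluorescent wells are also inconclusive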
Rac1 GTP hydrolysis: MgcRacGAP GTPase-activating activity inhibitors, confirmation, biochemical, ADP Hunter fluorescence. hit rate 0.6% among 340,000. one-dose inhibition, % at 30 µM; IC50 in µM for titrated hits. MgcRacGAP-stimulated Rac1 GTP hydrolysis, ADP Hunter fluorescence; higher % means a stronger effect; GST-tagged Rac1 F28L mutant substrate;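 active means first-screen hits whose inhibition reached a set limit at any dose in the follow-up dose series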;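 further: fluorescence reports GDP produced by GAP-driven GTP hydrolysis; strong numbers were not always called active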
NTR1 agonist cell count 20 µM: recorded beside NTR1 agonist, whose call it bears; cell count; measured here: cell count, cytotoxicity flag
* marks the source's active call; other numbers are inactive results; [ ] = another dose, or the depositor's remark. Not all compounds are listed (hit frequency here may not be typical).

Results for CC(C)COC(=O)CNc1n[nH]c(=S)[nH]c1=O ?
K1F lysis inhibition: 0.3%; GPR55 beta-arrestin: -0.1%; KOR beta-arrestin-1: -8.9%; GPR35 antagonists: 3.6%; NOD1 NF-kB reporter: -7.4%; KOR beta-arrestin-2: 1.7%; NTR1 agonist: -0.2; GPR55 LPI antagonism: 0.3%; Rac1 GTP hydrolysis: 8.8%; NTR1 agonist cell count 20 µM: 49

How did COc1cccc(/C=N/NC(=O)c2cc(-c3cccn3C)n[nH]2)c1 do in these assays?
K1F lysis inhibition: -0.7%; GPR55 beta-arrestin: -0.1%; KOR beta-arrestin-1: -1.3%; GPR35 antagonists: -11.7%; NOD1 NF-kB reporter: 29.5%; KOR beta-arrestin-2: 1.4%; NTR1 agonist: -1.1; GPR55 LPI antagonism: 6.9%; Rac1 GTP hydrolysis: 11.3%; NTR1 agonist cell count 20 µM: 81

Results for Cc1cc(=O)oc2cc(NC(=O)C3CCCC3)ccc12 ?
K1F lysis inhibition: 0.1%; GPR55 beta-arrestin: -0.1%; KOR beta-arrestin-1: -16.3%; GPR35 antagonists: 8.1%; NOD1 NF-kB reporter: -65.8%; KOR beta-arrestin-2: -2.7%; NTR1 agonist: 0.2; GPR55 LPI antagonism: 9.9%; Rac1 GTP hydrolysis: 9.3%; NTR1 agonist cell count 20 µM: 61

What do the screens show for `COc1cc(S(=O)(=O)N2CCOCC2)cc(C(=O)c2nccn2C)c1OC`?
K1F lysis inhibition: 0.1%; GPR55 beta-arrestin: -0.2%; KOR beta-arrestin-1: 7.0%; GPR35 antagonists: 3.3%; NOD1 NF-kB reporter: -9.9%; KOR beta-arrestin-2: -0.2%; NTR1 agonist: 0.4; GPR55 LPI antagonism: 7.8%; Rac1 GTP hydrolysis: 0.0%; NTR1 agonist cell count 20 µM: 58

Results for C#CCOCCOCCOCCNc1nc(N2CCOCC2)nc(N2CCN(C(=O)[C@H]([C@@H](C)CC)n3cc(CCCCN)nn3)CC2)n1 ?
K1F lysis inhibition: 0.3%; GPR55 beta-arrestin: 0.6%; KOR beta-arrestin-1: -20.7%; GPR35 antagonists: -9.0%; NOD1 NF-kB reporter: -37.3%; KOR beta-arrestin-2: 2.1%; NTR1 agonist: 0.8; GPR55 LPI antagonism: 2.6%; Rac1 GTP hydrolysis: 7.3%; NTR1 agonist cell count 20 µM: 40

Results for O=C(Nc1ccc2c(c1)OCO2)[C@@H]1[C@@H]2C(=O)N(C3CCCCC3)C(=O)[C@@H]2C2c3ccccc3C=CN21 (stereo not given in full) ?
GPR55 beta-arrestin: 0.0%; KOR beta-arrestin-1: -0.6%; GPR35 antagonists: -10.4%; NOD1 NF-kB reporter: -22.2%; KOR beta-arrestin-2: 0.0%; NTR1 agonist: 1.0; GPR55 LPI antagonism: -4.7%; NTR1 agonist cell count 20 µM: 53

Results for O=C(C1Cc2ccccc2CN1S(=O)(=O)c1ccc(F)cc1)N1CCCCCC1 (stereo not given) ?
K1F lysis inhibition: -0.1%; GPR55 beta-arrestin: -0.2%; KOR beta-arrestin-1: -20.8%; GPR35 antagonists: -15.8%; NOD1 NF-kB reporter: 12.1%; KOR beta-arrestin-2: 8.1%; NTR1 agonist: 0.4; GPR55 LPI antagonism: -24.2%; Rac1 GTP hydrolysis: 5.8%; NTR1 agonist cell count 20 µM: 76

How did CCCN(CCC)C(=O)Cn1c(=O)n(CCCCC(=O)NC2CCCC2)c(=O)c2ccccc21 do in these assays?
K1F lysis inhibition: 13.0%; GPR55 beta-arrestin: 0.4%; KOR beta-arrestin-1: -25.2%; GPR35 antagonists: -7.8%; NOD1 NF-kB reporter: -9.5%; KOR beta-arrestin-2: -3.0%; NTR1 agonist: -0.9; GPR55 LPI antagonism: 20.5%; Rac1 GTP hydrolysis: 4.1%; NTR1 agonist cell count 20 µM: 77

What do the screens show for `CCOc1ccc(NS(=O)(=O)N(C)C)cc1`?
K1F lysis inhibition: 4.4%; GPR55 beta-arrestin: -0.2%; KOR beta-arrestin-1: 16.3%; GPR35 antagonists: -4.4%; NOD1 NF-kB reporter: -5.0%; KOR beta-arrestin-2: -2.4%; NTR1 agonist: -2.4; GPR55 LPI antagonism: 12.0%; Rac1 GTP hydrolysis: 4.6%; NTR1 agonist cell count 20 µM: 60

What do the screens show for `Cc1ccc(-c2nsc(SCC(=O)NCc3ccc4c(c3)OCO4)n2)cc1`?
K1F lysis inhibition: 2.3%; GPR55 beta-arrestin: -0.5%; KOR beta-arrestin-1: 33.3%; GPR35 antagonists: 10.9%; NOD1 NF-kB reporter: -46.4%; KOR beta-arrestin-2: -0.8%; NTR1 agonist: 2.8; GPR55 LPI antagonism: 0.4%; Rac1 GTP hydrolysis: 5.4%; NTR1 agonist cell count 20 µM: 45

How did Cc1cccc(C)c1-n1nnnc1SCSc1nnnn1-c1c(C)cccc1C do in these assays?
K1F lysis inhibition: 0.6%; GPR55 beta-arrestin: -0.2%; KOR beta-arrestin-1: -3.8%; GPR35 antagonists: -2.6%; NOD1 NF-kB reporter: 18.0%; KOR beta-arrestin-2: -4.3%; NTR1 agonist: 4.3; GPR55 LPI antagonism: 13.2%; Rac1 GTP hydrolysis: 11.3%; NTR1 agonist cell count 20 µM: 64

What do the screens show for `COc1ccc(CCC(=O)N2CCCC(Nc3ccc(C)c(C)c3)C2)cc1OC` (stereo not given)?
K1F lysis inhibition: 0.3%; GPR55 beta-arrestin: -0.2%; KOR beta-arrestin-1: -7.1%; GPR35 antagonists: -9.7%; NOD1 NF-kB reporter: -12.2%; KOR beta-arrestin-2: -3.5%; NTR1 agonist: -0.6; GPR55 LPI antagonism: 7.2%; Rac1 GTP hydrolysis: 3.7%; NTR1 agonist cell count 20 µM: 61

Structures above that contain an NH in an aromatic ring, in the order listed:
Results for CC(C)COC(=O)CNc1n[nH]c(=S)[nH]c1=O ?
K1F lysis inhibition: 0.3%; GPR55 beta-arrestin: -0.1%; KOR beta-arrestin-1: -8.9%; GPR35 antagonists: 3.6%; NOD1 NF-kB reporter: -7.4%; KOR beta-arrestin-2: 1.7%; NTR1 agonist: -0.2; GPR55 LPI antagonism: 0.3%; Rac1 GTP hydrolysis: 8.8%; NTR1 agonist cell count 20 µM: 49

How did COc1cccc(/C=N/NC(=O)c2cc(-c3cccn3C)n[nH]2)c1 do in these assays?
K1F lysis inhibition: -0.7%; GPR55 beta-arrestin: -0.1%; KOR beta-arrestin-1: -1.3%; GPR35 antagonists: -11.7%; NOD1 NF-kB reporter: 29.5%; KOR beta-arrestin-2: 1.4%; NTR1 agonist: -1.1; GPR55 LPI antagonism: 6.9%; Rac1 GTP hydrolysis: 11.3%; NTR1 agonist cell count 20 µM: 81

The results go on:
What do the screens show for `CC(NC(=O)NC12CC3CC(CC(C3)C1)C2)c1ccc2c(c1)OCO2` (stereo not given)?
K1F lysis inhibition: 0.6%; GPR55 beta-arrestin: -0.2%; KOR beta-arrestin-1: -9.5%; GPR35 antagonists: -17.0%; NOD1 NF-kB reporter: -0.8%; KOR beta-arrestin-2: -2.2%; NTR1 agonist: 2.7; GPR55 LPI antagonism: -6.7%; Rac1 GTP hydrolysis: 5.7%; NTR1 agonist cell count 20 µM: 23

Results for COCC(=O)Nc1ccccc1C(=O)Nc1ccc(OC)cc1 ?
K1F lysis inhibition: 0.4%; GPR55 beta-arrestin: -0.1%; KOR beta-arrestin-1: -34.5%; GPR35 antagonists: 13.6%; NOD1 NF-kB reporter: -34.2%; KOR beta-arrestin-2: -0.1%; NTR1 agonist: -0.5; GPR55 LPI antagonism: -0.5%; Rac1 GTP hydrolysis: 4.5%; NTR1 agonist cell count 20 µM: 78

Results for CCN(CC)C(=O)CSc1nc(C)cc(-c2cccs2)c1C#N ?
K1F lysis inhibition: 0.0%; GPR55 beta-arrestin: -0.1%; KOR beta-arrestin-1: -3.8%; GPR35 antagonists: 4.3%; NOD1 NF-kB reporter: 38.9%; KOR beta-arrestin-2: 7.6%; NTR1 agonist: 0.9; GPR55 LPI antagonism: -8.4%; Rac1 GTP hydrolysis: 2.0%; NTR1 agonist cell count 20 µM: 56

What do the screens show for `COc1ccc(-c2nc(N)c(C#N)c(-c3cccnc3)c2C)cc1`?
K1F lysis inhibition: 0.4%; GPR55 beta-arrestin: -0.1%; KOR beta-arrestin-1: 14.2%; GPR35 antagonists: 1.1%; NOD1 NF-kB reporter: 4.3%; KOR beta-arrestin-2: 4.1%; NTR1 agonist: 1.5; GPR55 LPI antagonism: 1.6%; Rac1 GTP hydrolysis: 12.5%; NTR1 agonist cell count 20 µM: 55

How did CC(=O)c1ccccc1N(C(=O)Cn1nnc2ccccc21)C(C(=O)NCC1CCCO1)c1ccc(N2CCOCC2)cc1 (stereo not given) do in these assays?
K1F lysis inhibition: -0.4%; GPR55 beta-arrestin: -0.3%; KOR beta-arrestin-1: 3.7%; GPR35 antagonists: -4.8%; NOD1 NF-kB reporter: -49.1%; KOR beta-arrestin-2: -2.1%; NTR1 agonist: -0.2; GPR55 LPI antagonism: 4.6%; Rac1 GTP hydrolysis: 5.9%; NTR1 agonist cell count 20 µM: 29

How did O=C(COC(=O)CNC(=O)c1ccc(Cl)c([N+](=O)[O-])c1)NC(=O)c1ccccc1 do in these assays?
K1F lysis inhibition: -0.3%[50 µM]; GPR55 beta-arrestin: -0.1%; KOR beta-arrestin-1: 5.9%; GPR35 antagonists: -10.4%; NOD1 NF-kB reporter: -27.6%; KOR beta-arrestin-2: -0.2%; NTR1 agonist: 1.0; GPR55 LPI antagonism: -2.0%; Rac1 GTP hydrolysis: 8.1%; NTR1 agonist cell count 20 µM: 50

How did O=[N+]([O-])c1ccc(Sc2n[nH]c(-c3ccc(Cl)cc3Cl)n2)nc1 do in these assays?
K1F lysis inhibition: 5.1%; GPR55 beta-arrestin: 0.3%; KOR beta-arrestin-1: -4.4%; GPR35 antagonists: -2.9%; NOD1 NF-kB reporter: 12.5%; KOR beta-arrestin-2: -1.2%; NTR1 agonist: 4.0; GPR55 LPI antagonism: 8.1%; Rac1 GTP hydrolysis: 4.4%; NTR1 agonist cell count 20 µM: 57

Results for O=C(C1CCN(C2CCN(C/C=C/c3ccccc3)CC2)CC1)N1CCOCC1 ?
K1F lysis inhibition: 0.4%; GPR55 beta-arrestin: -0.3%; KOR beta-arrestin-1: -8.4%; GPR35 antagonists: 11.9%; NOD1 NF-kB reporter: -28.1%; KOR beta-arrestin-2: -4.8%; NTR1 agonist: 0.4; GPR55 LPI antagonism: 6.0%; Rac1 GTP hydrolysis: 1.6%; NTR1 agonist cell count 20 µM: 63
